ABCB6 inh 2: inhibitors of human ABC transporter ABCB6; AID 602162; Q9NP58; K562-ABCB6 porphyrin accumulation, flow cytometry, 1 h; hits give low values; 360,000 tested, 0.19% active; fluorescence ratio to DMSO, % at 10 µM;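 active means fluorescence ratio to DMSO below 75%, the collection mean minus 3 SD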;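 further: signal is porphyrin accumulated inside mitochondria; 100% equals median channel fluorescence of DMSO control wells; lower ratio means ABCB6 inhibition with less porphyrin fluorescence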
MC4R barr agon: agonists of human melanocortin 4 receptor (MC4R) beta-arrestin | U2OS MC4R beta-arrestin complementation, luminescence; percent of melanotan II response, DMSO zero | activation, % at 8.9 µM | 360,000 tested, 0.98% active;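 active means activation above a per-plate cutoff, the mean activation of sample wells on that plate plus 3 SD, cut at about 8% in these data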
NOD2-RIPK2 inh: inhibitors of human NOD2-RIPK2 interaction. AID 624267. inhibition, % at 4.98 µM. 360,000 tested, 0.38% active. CHO BLA complementation NOD2-RIPK2, CCF4 ratio. O43353; in the data active means inhibition above about 21%;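 further: 0% = vehicle only and 100% = reference blocker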
TLR9-MyD88 inh: inhibitors of human TLR9-MyD88 binding; Q9NR96+Q99836; CHO BLA complementation TLR9-MyD88, CCF4 FRET ratio; inhibition, % at 4.98 µM; 340,000 tested, 0.21% active; AID 504734;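 active means inhibition above the mean over all tested compounds plus 3 SD, cut at about 21% in these data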;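 further: 0% = DMSO only wells and 100% = clavulanate BLA inhibitor control wells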
Target sequence (Q99836 whole entry, looked up): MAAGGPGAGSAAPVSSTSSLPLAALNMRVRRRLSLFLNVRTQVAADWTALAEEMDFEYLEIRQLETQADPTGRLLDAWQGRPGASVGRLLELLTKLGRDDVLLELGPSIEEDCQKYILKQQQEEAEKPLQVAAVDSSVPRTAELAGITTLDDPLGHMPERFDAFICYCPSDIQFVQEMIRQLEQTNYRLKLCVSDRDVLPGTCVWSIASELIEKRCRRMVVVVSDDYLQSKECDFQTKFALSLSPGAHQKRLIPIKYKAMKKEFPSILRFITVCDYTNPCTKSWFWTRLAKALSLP
Target sequence (Q9NR96 whole entry, looked up): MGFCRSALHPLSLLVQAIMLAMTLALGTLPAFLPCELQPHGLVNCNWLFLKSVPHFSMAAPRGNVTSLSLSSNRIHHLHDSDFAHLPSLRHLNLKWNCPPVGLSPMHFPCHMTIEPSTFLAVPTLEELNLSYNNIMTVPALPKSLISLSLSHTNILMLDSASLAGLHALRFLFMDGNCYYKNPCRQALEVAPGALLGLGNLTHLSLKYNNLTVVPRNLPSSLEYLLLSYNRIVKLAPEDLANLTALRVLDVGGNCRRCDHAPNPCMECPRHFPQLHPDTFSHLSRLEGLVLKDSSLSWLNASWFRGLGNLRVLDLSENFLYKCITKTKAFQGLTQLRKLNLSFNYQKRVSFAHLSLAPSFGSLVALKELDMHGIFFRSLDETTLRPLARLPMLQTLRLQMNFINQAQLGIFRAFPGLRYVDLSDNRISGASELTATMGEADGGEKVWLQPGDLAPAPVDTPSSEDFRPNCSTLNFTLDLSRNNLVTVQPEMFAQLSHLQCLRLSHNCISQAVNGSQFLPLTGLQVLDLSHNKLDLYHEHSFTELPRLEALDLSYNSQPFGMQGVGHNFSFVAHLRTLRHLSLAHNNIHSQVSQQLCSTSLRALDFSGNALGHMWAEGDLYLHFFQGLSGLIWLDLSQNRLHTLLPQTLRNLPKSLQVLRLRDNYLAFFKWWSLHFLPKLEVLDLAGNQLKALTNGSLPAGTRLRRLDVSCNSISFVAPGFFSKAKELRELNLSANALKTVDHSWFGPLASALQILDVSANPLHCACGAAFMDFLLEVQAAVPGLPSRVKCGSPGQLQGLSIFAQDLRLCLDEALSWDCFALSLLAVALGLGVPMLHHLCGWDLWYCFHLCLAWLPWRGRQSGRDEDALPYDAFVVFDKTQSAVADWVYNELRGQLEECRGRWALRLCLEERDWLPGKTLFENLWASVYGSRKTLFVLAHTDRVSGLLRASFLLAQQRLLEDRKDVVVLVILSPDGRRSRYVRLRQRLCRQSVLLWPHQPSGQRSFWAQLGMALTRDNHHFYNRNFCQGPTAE
ABHD5 PLIN5 PPI: inhibitors of human ABHD5-perilipin-5 interaction. Q00G26+Q8WTS1. Split G. princeps luciferase complementation, luminescence, 4 h. inhibition, % at 4 µM. 360,000 tested, 0.78% active. AID 602281;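 active means inhibition above the mean inhibition across every tested compound plus 3 SD, cut at about 22% in these data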;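 further: 0% = DMSO only wells and the 100% control is not disclosed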
aDG glyco act: alpha-DG glycosylation activation; Pro5-aDG cells, alpha-DG glycosylation AlphaScreen (IIH6); 0% Pro5, 100% B10-LARGE cell signal; activation, % at 10 µM; 360,000 tested, 0.22% active; AID 624168;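 active means activation of at least 8% versus controls, or a plate z-score of at least 8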;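 further: Pro5 are CHO cells carrying HIG-tagged alpha-DG that lacks glycosylation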
Exocytosis inh: lytic granule exocytosis inhibition | TALL-104 LAMP-1 surface exposure, flow cytometry; cells stimulated with thapsigargin and PMA | inhibition, % at 10 µM | 360,000 tested, 0.66% active | AID 651702;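 active means inhibition above about 55%, limit read from the data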
Vif inh: inhibitors of HIV Vif | AID 602346 | inhibition, % at 7.49 µM | 340,000 tested, 0.35% active | HEK293T cells, Vif self-association by quenched fluorescence, imaging, 24 h; in the data active means inhibition above about 50%, passing the limit was not always enough; further: some results filed as inactive read as strong as hits
MC4R antag cAMP: antagonists of human melanocortin 4 receptor (MC4R); MC4R-expressing cells, MTII-stimulated cAMP, LANCE TR-FRET; inhibition, % at 6.5 µM; 360,000 tested, 0.48% active; AID 540295;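 active means inhibition above its plate's cutoff, the mean of tested wells on that plate plus 3 SD, cut at about 29% in these data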;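 further: 0% = Melanotan II alone and 100% = Melanotan II plus saturating MCL0020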
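Material – human MC4R-expressing U2OS cells · Repeats – no replicates · Detection – TR-FRET with Eu-cAMP and labeled anti-cAMP, 671 nm · Times – compound 30 min, challenge 1 h, detection 1 h · Compound – single nominal compound dose of 6.5 µM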
N-glyco inh: blocks N-linked glycosylation in D54 reporter cells | D54 ERlucT glycosylation luciferase reporter, 24 h; percent of 100 nM tunicamycin response | 360,000 tested, 0.23% active | reporter increase, % at 12.5 µM;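 active means mean luciferase reporter signal, scaled so untreated is 0 and the glycosylation-blocking control 100, at or above a set limit in every replicate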;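 further: luciferase carries N-glycosylation sites so blocking glycosylation raises the light; 0% = median of neutral control wells and 100% = median of 100 nM tunicamycin wells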
* = called active by the depositor; . = no result given.

The first 2 entries as a preview:
ABCB6 inh 2	MC4R barr agon	NOD2-RIPK2 inh	TLR9-MyD88 inh	ABHD5 PLIN5 PPI	aDG glyco act	Exocytosis inh	Vif inh	MC4R antag cAMP	N-glyco inh	compound
104	0.2	-10	-19	-6	-0.2	5	-27	15	-1	CCN(C(=O)CSc1nnc(C)c(=O)[nH]1)c1cccc2ccccc12
103	-1.4	4	-4	1	1.9	17	18	-1	-7	Cc1ccc2[nH]c3c(=O)n(CC(=O)Nc4ccccc4N4CCN(C)CC4)ncc3c2c1

The list itself, from the first entry:
ABCB6 inh 2	MC4R barr agon	NOD2-RIPK2 inh	TLR9-MyD88 inh	ABHD5 PLIN5 PPI	aDG glyco act	Exocytosis inh	Vif inh	MC4R antag cAMP	N-glyco inh	compound
104	0.2	-10	-19	-6	-0.2	5	-27	15	-1	CCN(C(=O)CSc1nnc(C)c(=O)[nH]1)c1cccc2ccccc12
103	-1.4	4	-4	1	1.9	17	18	-1	-7	Cc1ccc2[nH]c3c(=O)n(CC(=O)Nc4ccccc4N4CCN(C)CC4)ncc3c2c1
101	0.8	-1	-4	-6	0.0	-1	1	-1	0	COc1ccc(N(C(=O)c2ccco2)C(C(=O)NC2CCCC2)c2cc(OC)c(OC)c(OC)c2)cc1 (configuration not stated)
101	-1.5	-9	-1	-8	-0.1	4	-1	-3	-1	c1ccc(Cn2nnnc2C(c2ccccn2)N2CCN(c3ccccc3)CC2)cc1 (configuration not stated)
100	-0.4	1	-8	-4	0.0	36	2	25	3	CCc1ccc(N(C(=O)c2csnn2)C(C(=O)NC2CCCCC2)c2cccnc2)cc1 (configuration not stated)
97	-0.9	-7	2	-2	-0.3	-2	3	3	2	CCN(CC)S(=O)(=O)c1ccc(OC)c(NC(=O)c2cccc([N+](=O)[O-])c2C)c1
97	-1.1	-2	-7	9	0.6	9	-15	4	-1	COc1cccc(-c2ccc(NC(=O)C3CCCN(Cc4ccco4)C3)cc2)c1 (configuration not stated)
.	3.2	-10	-4	-4	-0.1	4	-2	12	0	CC(C)NC(=O)Cn1nc(C(F)(F)F)c2c1CCC2
100	2.9	-3	1	4	0.2	-4	-4	19	0	CCOC(=O)c1sc2ncnc(N3CCN(CC)CC3)c2c1C
96	-0.5	11	-4	4	1.8	-8	-4	10	-3	Cc1ccn2c(NC3CCCC3)c(-c3ccccn3)nc2c1
93	-1.2	1	1	-2	0.2	-5	-2	2	1	COc1ccc(-n2c(SCc3nnc(-c4ccccc4)o3)nnc2-c2ccccc2)cc1
100	2.3	1	3	-2	-0.5	2	.	-47	30*	COc1ccc(OC)c(-c2nnc3n2N=C(c2ccc(OC)c(OC4CCCC4)c2)CS3)c1
97	-0.9	2	1	-5	0.0	-2	-4	-1	0	Cc1cccc(-c2nn(-c3ccccc3)cc2C(=O)N2CCN(C3CCS(=O)(=O)C3)CC2)c1 (configuration not stated)
100	-1.9	2	3	-2	-0.2	2	-1	13	3	COC(=O)c1ccc(-c2csc(NC(=O)c3c(C)noc3C)n2)cc1
95	1.6	-4	-2	-2	0.1	25	-3	4	2	O=C(O)Cn1c(=O)c2c3c(sc2n(Cc2ccccc2F)c1=O)CCCC3
96	-0.5	-3	-8	-3	-0.3	16	18	-3	-2	Cc1cccc(-n2ncc3c(N(CCO)CCO)ncnc32)c1
94	-2.9	-1	-14	3	0.2	6	-5	-7	-1	CCc1ccc(OCc2nnc(-c3ccccc3Br)o2)cc1
102	0.9	-5	-10	3	0.0	3	19	5	-2	Cc1cccc(NS(=O)(=O)c2ccc3c(c2)oc(=O)n3C)c1C
99	-3.4	-6	0	-5	0.0	2	-3	-3	1	Cc1cccc(N2CC(C(=O)Nc3nnc(SCC(=O)NCC4CCCO4)s3)CC2=O)c1 (configuration not stated)
164	2.4	-4	-4	-6	0.0	10	4	10	4	Nc1ccc(S(=O)(=O)NC2(C(F)(F)F)NC(=O)N(c3ccc(F)cc3)C2=O)cc1 (configuration not stated)

(continued)
ABCB6 inh 2	MC4R barr agon	NOD2-RIPK2 inh	TLR9-MyD88 inh	ABHD5 PLIN5 PPI	aDG glyco act	Exocytosis inh	Vif inh	MC4R antag cAMP	N-glyco inh	compound
92	-1.6	-3	-9	3	0.2	1	-7	6	0	CCOC(=O)N1CCC(NC(=O)c2cc(S(=O)(=O)N3CCCCC3)ccc2F)CC1
100	-1.7	-14	-6	-2	-0.2	0	1	21	24	COc1ccc2c(c1)CCc1c(C(=O)Nc3cc(C)n(Cc4ccc(Cl)cc4)n3)noc1-2
94	-3.2	-14	9	0	0.0	2	1	-4	1	O=C(NCCS(=O)(=O)NCc1ccccc1)c1ccc2c(c1)OCO2
113	3.2	-9	5	3	0.5	-4	1	-2	-1	O=C(NCc1cccs1)Nc1cc(Cl)ccc1Cl
110	-0.6	-3	13	4	0.0	5	8	0	1	COc1ccc(C2(C(F)(F)F)NC(=O)N(C)C(=O)N2C)cc1 (configuration not stated)
87	-1.2	-5	4	-1	0.2	2	3	3	1	O=C(c1ccco1)n1nc(-c2ccco2)nc1SCc1ccccc1
99	-0.2	0	-1	2	-0.2	-5	0	3	2	COc1cc(C#Cc2c(-c3ccccc3)n(C)c3ccccc23)cc(OC)c1
93	-1.8	11	-94	1	0.2	-1	-3	7	1	O=C(Cc1ccccn1)c1ccccc1
92	-5.1	8	-9	3	-0.1	-1	-2	0	-2	COc1ccc(N(CC(=O)N2CCN(c3ccccc3F)CC2)S(=O)(=O)c2c(C)n[nH]c2C)cc1
94	6.7	-3	-7	-1	0.1	8	-7	-7	-19	COc1cc(SC)ccc1C(=O)Nc1ccc(Br)cn1
96	-1.9	-3	-5	-5	-0.2	2	1	20	2	O=C(COC(=O)c1cnccn1)c1ccc(Cl)cc1
102	1.8	-12	-13	7	1.7	4	10	5	1	O=C(COC(=O)Cn1cnc2ccccc21)Nc1ccc(OC(F)F)cc1
100	-2.2	-5	1	-1	0.0	-2	-2	-3	1	CC(C)/C=N/Nc1nc2c(c(=O)n(C)c(=O)n2C)n1C
99	0.5	-4	4	7	0.1	4	12	17	-1	C=CCN(c1ccccc1)S(=O)(=O)c1cccc(C(=O)NNC(=O)c2ccncc2)c1
95	-1.1	-4	3	71*	0.0	-1	2	0	4	CCCn1nc2cc(C(=O)N(CC)c3ccc(OC)cc3)ccc2c1OCC
101	-2.5	-7	-5	-4	-0.1	0	1	-1	1	CCOC(=O)CN/C=C(\C#N)c1ccc(F)cc1
99	2.9	-11	1	-7	0.1	-1	-2	3	3	O=C(COC(=O)C1CC2C=CC1C2)Nc1cccc(S(=O)(=O)N2CCOCC2)c1 (configuration not stated)
99	-0.2	-3	-7	13	0.1	-8	6	-2	0	Cc1cc(C)c2c(ccc3ccccc32)n1
98	-0.5	11	-10	-5	0.1	3	7	3	0	Cc1cccc(C(=O)N/N=C/c2ccoc2)c1
80	1.0	6	-9	-2	0.1	3	34	0	0	O=C(CCN1C(=O)C2C3C=CC(C3)C2C1=O)NCCc1ccccc1 (configuration not stated)

(next part)
ABCB6 inh 2	MC4R barr agon	NOD2-RIPK2 inh	TLR9-MyD88 inh	ABHD5 PLIN5 PPI	aDG glyco act	Exocytosis inh	Vif inh	MC4R antag cAMP	N-glyco inh	compound
89	-0.8	-4	-4	-5	0.2	3	-1	22	0	COc1ccccc1C(=O)Nc1ccc(S(=O)(=O)NC2=NCCCCC2)cc1
95	-1.7	-10	8	-3	0.0	4	-5	5	2	Cc1onc(-c2ccccc2)c1CNC(=O)Nc1ccccc1
99	0.9	3	.	7	-0.2	-4	51*	-6	-1	COc1ccc(OCCN2CCC(C(=O)NC(c3ccccn3)c3ccccc3OC)CC2)cc1 (configuration not stated)
95	-1.7	-8	.	1	0.0	-3	-3	2	-3	OC(c1ccccc1)c1nc(-c2cnc3ccccc3c2)cs1 (configuration not stated)
97	-0.3	-3	13	-2	0.1	-1	-11	0	0	Cc1ccc(SCc2nn(C)c(Cl)c2C=O)cc1
97	-0.3	-10	2	9	-0.3	-13	-1	0	3	Cc1cn(CC(=O)NCc2ccccn2)c(=O)[nH]c1=O
101	-0.4	-4	6	4	0.6	-2	-1	10	10	CC1CCc2nc(/C(C#N)=C/c3ccncc3)sc2C1 (configuration not stated)
99	-2.7	0	-3	-17	0.0	3	8	1	11	Cc1ccc2cc(C(c3nnnn3CC3CCCO3)N3CCc4ccccc4C3)c(=O)[nH]c2c1 (configuration not stated)
92	0.3	-8	-3	5	-0.3	0	6	4	-1	COc1ccccc1OCCC(=O)OCCN1C(=O)c2ccccc2C1=O
95	-2.5	-3	-3	1	0.8	15	-25	7	-1	CCCN(CC(=O)Nc1ccccc1C)C(=O)c1cccc(S(=O)(=O)N2CCN(c3ccccc3)CC2)c1
94	3.9	-5	.	4	0.0	3	5	18	1	NC(=O)c1cc(-c2ccccc2)nc2ccc(Br)cc12
97	1.2	-4	5	2	-0.1	1	-2	2	1	COc1ccc(-c2nnc(-c3cc4ccccc4oc3=O)o2)cc1
99	-1.3	-11	8	0	-0.2	8	9	-6	0	CCOc1ccc(CNS(=O)(=O)c2c(C)nc3scc(C)n3c2=O)cc1OC
101	-3.0	1	9	-2	-0.1	-2	-6	-1	2	O=C(Nc1cccc2ccccc12)c1ccc(F)cc1

Sorted by molar mass (ascending): part of the list above
ABCB6 inh 2	MC4R barr agon	NOD2-RIPK2 inh	TLR9-MyD88 inh	ABHD5 PLIN5 PPI	aDG glyco act	Exocytosis inh	Vif inh	MC4R antag cAMP	N-glyco inh	compound
.	3.2	-10	-4	-4	-0.1	4	-2	12	0	CC(C)NC(=O)Cn1nc(C(F)(F)F)c2c1CCC2
96	-1.9	-3	-5	-5	-0.2	2	1	20	2	O=C(COC(=O)c1cnccn1)c1ccc(Cl)cc1
110	-0.6	-3	13	4	0.0	5	8	0	1	COc1ccc(C2(C(F)(F)F)NC(=O)N(C)C(=O)N2C)cc1 (configuration not stated)
94	-2.9	-1	-14	3	0.2	6	-5	-7	-1	CCc1ccc(OCc2nnc(-c3ccccc3Br)o2)cc1
101	-1.5	-9	-1	-8	-0.1	4	-1	-3	-1	c1ccc(Cn2nnnc2C(c2ccccn2)N2CCN(c3ccccc3)CC2)cc1 (configuration not stated)

Screening results (PubChem)

This is a subset. The share of hits here may be higher or lower than overall.
